RMI FANCM FP – blocks RMI1/RMI2 complex binding to FANCM MM2 peptide; Fluorescence polarization, RMI core complex with F-MM2 peptide; active compounds read low; FP signal (polarization) at 33 µM; actives 0.58% (n = 70,000); AID 1159607; in the data active means FP signal below about 40; further: inactives centre near 61; strong numbers were not always called active; unit not given here
* = called active by the depositor; & = joins results of further samples. Only part of the results is shown (hit frequency here may not be typical).

RMI FANCM FP | Molecule
75 | COc1ccc(CCS(=O)(=O)Nc2ccc3c(c2)CCCN3C(=O)c2ccccc2)cc1
61 | CCOC(=O)c1sc2nc(NC(=O)CN3C(=O)c4ccccc4C3=O)sc2c1C
86 | COc1cc([N+](=O)[O-])cc2sc(NC(=O)c3ccc(S(=O)(=O)N(C)C4CCCC4)cc3)nc12
55 | O=C(CSC1=NS(=O)(=O)c2cc(Cl)ccc2N1)OCc1ccccc1
109 | Cc1ccc(Cn2c(=O)c3ccc(C(=O)NCC(C)C)cc3n3c(=O)n(C)nc23)cc1
51 | COc1ccc(Cl)c2sc(N3CCN(C(=O)c4cc([N+](=O)[O-])ccc4Cl)CC3)nc12
55 | COc1ccc(Br)c(-c2nnc(-c3ccccc3NS(=O)(=O)c3ccc(C)cc3)o2)c1
63 | O=[N+]([O-])c1cc(C(F)(F)F)ccc1SCc1cccs1
56 | Cc1ccc(OCCOCC(O)CN2CCN(C(c3ccccc3)c3ccccc3)CC2)cc1C (centres undefined)
61 | COc1cccc(CCNC(=O)Cc2cc(=O)[nH]c(SCc3ccc(F)cc3)n2)c1
74 | CCOc1ccc2nc(-c3ccc(Cl)c(NC(=O)Nc4cccs4)c3)cn2n1
117 | O=C(Cn1c2ccc(F)cc2c2ncn(Cc3ccccc3)c(=O)c21)Nc1cccc(F)c1
65 | COCCCn1c(=O)c2ccccc2n(Cc2nc(-c3ccccc3C)no2)c1=O
51 | Cc1cc(C(=O)NCc2ccc3c(c2)OCO3)c(C)o1
78 | COc1ccc(S(=O)(=O)NCC(=O)N2CCOC(c3ccccc3)C2)cc1Cl (centres undefined)

Remaining list, next part.
RMI FANCM FP | Molecule
83 | Cc1ccc2nc(N(CCN(C)C)C(=O)c3ccc4c(c3)OCCO4)sc2c1
57 | Cn1cc(C(=O)N/N=C\c2ccc(O)cc2)c2ccccc21
81 | O=C(/C=C\c1ccc2c(c1)OCO2)NNC(=O)c1cccn(Cc2ccc(F)cc2)c1=O
67 | COc1ccc(C)c2sc(N3CCc4ccccc4C3)nc12
91 | O=C(NCc1ccc(Cl)cc1)C(=O)NCc1c(F)cccc1F
56 | COc1cccc(NC(=O)CSc2[nH]c(=O)ncc2C)c1
61 | O=C(Nc1nc2cc3c(cc2s1)OCO3)C1CCCN1S(=O)(=O)c1ccc(Cl)s1 (centres undefined)
83 | COc1ccc2nc(-c3ccc(C)c(NC(=O)c4cccc(C)c4)c3)cn2n1
48 | CC1(O)c2ccccc2-c2ccccc21
61 | O=S(=O)(NCCOc1ccc2c(c1)OCO2)c1ccc(F)c(C(F)(F)F)c1
51 | C=C(C)Cn1c(SCC(=O)Nc2ccccc2)nc2c1c(=O)[nH]c(=O)n2C
62 | CC1(C)C[C@@H]2C(=O)CC[C@H]3O[C@]3(C)CC[C@H]21
83 | CCc1ccc(-c2cc3c(=O)n(Cc4nc(-c5cccc(Cl)c5)no4)ccn3n2)cc1
55 | O=c1nc(Nc2ccccc2)oc2ccccc12
62 | COc1ccc(-c2ccc(N3CCC(C(=O)Nc4ccccn4)CC3)nn2)cc1

Among those listed so far, these have a CF3 group.
RMI FANCM FP | Molecule
63 | O=[N+]([O-])c1cc(C(F)(F)F)ccc1SCc1cccs1
61 | O=S(=O)(NCCOc1ccc2c(c1)OCO2)c1ccc(F)c(C(F)(F)F)c1

Next section
RMI FANCM FP | Molecule
57 | Cc1nc(-c2ccccn2)nc(SCC(=O)N2CCOCC2)c1Cl
68 | Cc1ccc(-c2nnc(Oc3ccc4ccccc4c3)c3ccccc23)cc1C
61 | O=S(=O)(Nc1ccc(S(=O)(=O)Nc2cc(F)ccc2F)cc1)c1ccc(C(F)(F)F)cc1
66 | CN(C)CCNC(=O)C(=O)Nc1cccc(F)c1
61 | O=C(OC1OCCOC1OC(=O)c1ccc([N+](=O)[O-])cc1)c1ccc([N+](=O)[O-])cc1 (centres undefined)
65 | O=S(=O)(NCc1ccsc1)c1ccccc1F
51 | Cc1cc(COC(=O)Nc2ccc(Cl)cc2)no1
63 | FC(F)(F)c1cc(-c2ccc3c(c2)OCO3)n[nH]1
83 | O=C(CSc1nnc2scc(-c3ccccc3)n12)c1ccc(Oc2ccccc2)cc1
56 | CCOc1ccc(N2CCn3c2nn(CC(=O)Nc2cc(C)on2)c(=O)c3=O)cc1
57 | NNC(=O)CCn1c2c(c3ccccc31)CCCC2
53 | O=C(Nc1ccc2c(c1)OCCO2)c1cccnc1Oc1ccc(Cl)cc1
57&58 | CN=C(N)NCCC[C@H](N)C(=O)O
64 | CS(=O)(=O)N1CCCC1C(=O)Nc1ccc(-c2nc3ccccc3[nH]2)cc1 (centres undefined)
52 | COc1cc(OC)c(C2C=C(c3ccc(Cl)cc3)Nc3nc4ccccc4n32)cc1OC (centres undefined)

Next part
RMI FANCM FP | Molecule
53 | CC(C)(Oc1ccc(Cl)cc1)C(=O)Nc1ccc2nccnc2c1
55 | COC(=O)c1sc(SC)c(S(=O)(=O)c2ccc(Cl)cc2)c1N
85 | Cc1ccc(C)c(NC(=O)c2nnn(Cc3nc(-c4ccccc4C)oc3C)c2C)c1
53 | Cc1cc(C(=O)CSc2c(F)c(F)c(C(=O)O)c(F)c2F)ccc1Cl
64 | CC1(C)CC(=O)C2=C(C1)Oc1ccc(Br)cc1C2
55 | COC(=O)C(C)(C)S(=O)(=O)c1ccc(C(F)(F)F)cn1
67 | O=c1cc(-c2ccc(F)cc2)nc(SCc2nc(-c3ccc(Cl)cc3)no2)[nH]1
61 | CCc1cc(=O)[nH]c(SCC(=O)N2N=C(c3ccc(OC)cc3)CC2c2ccc(OC)cc2)n1 (centres undefined)
62 | CN/N=C1/CCC2C3CCc4cc(O)ccc4C3CCC12C (centres undefined)
62 | COc1cc(S(=O)(=O)N2CCN(c3ccccc3)CC2)c(C)cc1Br
75 | CCn1nc(C(=O)N(CC2CCCO2)c2nc3c(OC)ccc(Cl)c3s2)cc1C (centres undefined)
54 | CCOC(=O)c1ccccc1NC(=O)CSc1nnc(NC(=O)Nc2ccc(OC)cc2)s1
66 | Cc1ccc(C(=O)Cn2nc(-c3ccccc3)c3sc(N4CCOCC4)nc3c2=O)c(C)c1
69 | O=C(NCCc1ccc(N2CCCC2)cc1)c1ccc(C(F)(F)F)cc1
66 | CC(C)S(=O)(=O)c1cccc(C(=O)Nc2ccc(S(C)(=O)=O)cc2)c1

(list continues)
RMI FANCM FP | Molecule
68 | CCCSc1nsc(N)n1
61 | CC(=O)OC1CCC2(C)C3CCC4(C)C(C(C)CCCC(C)C)CCC4C3CC(OC(C)=O)[C@@]2(O)C1 (some centres undefined)
65 | COc1ccc(S(=O)(=O)Nc2ccc3c(c2)CCC(=O)N3)c(C)c1
60 | Cn1/c(=N/N=C\c2cc(Br)ccc2O)sc2ccccc21
52 | NS(=O)(=O)c1ccc(NC(=O)CSc2nnnn2-c2cccc3ccccc23)cc1
66 | CS(=O)(=O)N1CCCC1C(=O)Nc1nc(-c2ccc(Cl)s2)cs1 (centres undefined)
150 | O=C(Cn1cnc2c(sc3cccc(F)c32)c1=O)Nc1ccc2c(c1)OCO2
57 | COc1ccccc1-c1cnn2c(Nc3ccc(NC(C)=O)cc3)cc(C)nc12
61 | Cc1c(C(=O)C(=O)NCC2COc3ccccc3O2)c2ccccc2n1C (centres undefined)
62 | C/C(=N/OC(=O)Nc1cccc(Cl)c1)C(=O)c1ccc(Br)cc1
58&58 | C=C1C2CC[C@@]3(C)[C@H](c4ccoc4)OC(=O)C[C@]13O[C@H]1CC(O)C(C)(C)C(CC(=O)OC)[C@@]21C (some centres undefined)
55&62 | CCOC(=O)c1ccc(NC(=O)CSc2ccc(Cl)cc2)cc1
57 | CN1CCN(C(c2ccccc2)c2ccc(Cl)cc2)CC1 (centres undefined)
53 | N#CCCO/N=C\c1ccco1
79 | NS(=O)(=O)c1ccc(CCNC(=O)c2csc3nc(-c4ccc(F)cc4)cn23)cc1

Continuation:
RMI FANCM FP | Molecule
49 | Cc1onc(-c2ccccc2Cl)c1C(=O)N1CCc2ccccc2C1
112 | CCCN1CCCc2cc(CCNS(=O)(=O)c3cc(C)c(C)cc3OC)ccc21
53 | Cc1cc2nc3c(c(=O)n2[nH]1)CSC3
76 | O=C(CCCc1ccccc1)Nc1c(C(=O)Nc2ccccc2F)oc2ccccc12
69 | Cc1cc(NC(=O)CCCS(=O)(=O)c2ccc(Cl)cc2)n(C(C)C)n1
60 | Cc1cccc(OC(C)C(=O)Nc2ccc(S(=O)(=O)N3CC(C)OC(C)C3)cc2)c1C (centres undefined)
67 | CC1(C)NCCNC1=O
53 | O=C(Nc1nc2c(Br)cc(Br)cc2c(=O)s1)C1CCC1
65 | O=C(O)c1c[nH]c(=O)c([N+](=O)[O-])c1
59 | O=C(Cn1c2c(c(=O)n(C3CCCCC3)c1=O)CCC2)NCCCn1ccnc1
60 | COc1ccc(-c2cn3cccnc3n2)cc1NC(=O)c1cccs1
69 | CCn1nc(C)cc1C(=O)Nc1ccc(SC)cc1
55 | COc1ccc(/C=C(/C#N)C(=O)c2sc3ccc(Cl)cc3c2C)cc1
78 | Cc1cccc(Cn2c(=O)n(-c3ccc(CC(=O)NCc4cccs4)cc3)c(=O)c3ccccc32)c1
52 | CSc1nc(N)n(-c2ccccc2)n1

Next part
RMI FANCM FP | Molecule
4* | NC[C@@H]1O[C@H](O[C@H]2[C@@H](O)[C@H](O[C@@H]3[C@@H](O)[C@H](N)C[C@H](N)[C@H]3OC3O[C@H](CO)[C@@H](O)[C@H](O)[C@H]3N)O[C@@H]2CO)[C@H](N)[C@@H](O)[C@@H]1O (some centres undefined)
66 | CCOc1ccc(S(=O)(=O)Nc2ccc3c(c2)C(=O)N(CC)c2ccccc2O3)cc1F
78 | O=C(c1ccc(F)cc1)C1CCN(Cc2cn[nH]c2-c2ccccc2)CC1
64 | C/C(=N/Nc1ncn[nH]1)c1ccc(Cl)c(Cl)c1
61 | O=C(NCc1ccccn1)C1CCCN(c2ccc(-c3cccs3)nn2)C1 (centres undefined)
58 | O=S(=O)(c1ccc(-c2cnco2)cc1)N(Cc1ccccn1)Cc1ccccn1
68 | CCn1c(SCC(=O)Nc2ccc(Br)cc2)nnc1-c1c[nH]c2ccccc12
55 | CCN(CC)S(=O)(=O)c1ccc(C(=O)Nc2nnc(SCC(=O)Nc3ccccc3F)s2)cc1
105 | CCCn1c(=O)c2ccc(C(=O)NC3CCCC3)cc2n2c(=O)n(Cc3c(F)cccc3Cl)nc12
63 | O=C(Cn1nc(-c2cccs2)c2sc(N3CCOCC3)nc2c1=O)N1CCCc2ccccc21
112 | CCc1ccccc1NC(=O)CSc1nc2c(sc3ncccc32)c(=O)n1Cc1ccccc1
55 | O=C1CNC(=S)N1Cc1ccccc1
70 | CCc1nnc(-c2cccc(OCC(=O)Nc3ccc(C(C)=O)cc3)c2)o1
59&65 | C(=N/OCc1nnc(-c2ccc3ccccc3c2)o1)/c1cccc2c1OCO2
64 | O=C(Cn1nc(-c2ccco2)c2sc(N3CCCC3)nc2c1=O)Nc1cccc(Cl)c1Cl

(further entries)
RMI FANCM FP | Molecule
60 | C#CCSc1nc2sc3c(c2c(=O)n1C)CCCC3
64 | Cc1ccc(Cl)c2sc(N(CCN3CCOCC3)C(=O)c3ccno3)nc12
75 | Cc1sc2ncnc(NCCc3ccccc3)c2c1-c1ccc(F)cc1
69 | Cc1nn(C2CCS(=O)(=O)C2)c2nc(-c3ccccc3)cc(C(=O)NC3CC3)c12 (centres undefined)
112 | O=C(CSc1ccc(NC(=O)c2ccco2)nn1)Nc1cc(Cl)cc(Cl)c1
60 | O=C(Nc1ccc(Cl)c(Cl)c1)c1ccc(=O)n(Cc2cccc(F)c2)n1
62 | CC(C)S(=O)(=O)c1cccc(C(=O)Nc2cccc3ccccc23)c1
62 | O=C(c1ccco1)N1CCCC(c2nnc(-c3cccs3)o2)C1 (centres undefined)
49 | NN(CCO)C(=S)NCc1ccc(Cl)cc1
52 | COC(=O)c1sc(S(C)(=O)=O)c(C#N)c1-c1cc(C(C)(C)C)oc1C
60 | O=C(O)CCn1nc(Nc2ccccc2)n(-c2ccccc2)c1=S
41 | CC(=O)NC(c1ccc(Cl)cc1)n1ccnc1 (centres undefined)
69 | O=C(CC1CCCCN1S(=O)(=O)c1cccs1)Nc1ncccn1 (centres undefined)
58 | O=C1NCCCCC1NS(=O)(=O)c1cc(S(=O)(=O)c2ccccc2)cs1 (centres undefined)
80 | COc1ccc2sc(N(CCN(C)C)C(=O)c3ccc(S(=O)(=O)N4CCCCC4C)cc3)nc2c1 (centres undefined)

Nothing new here: entries from further up.
RMI FANCM FP | Molecule
58 | O=C1NCCCCC1NS(=O)(=O)c1cc(S(=O)(=O)c2ccccc2)cs1 (centres undefined)
80 | COc1ccc2sc(N(CCN(C)C)C(=O)c3ccc(S(=O)(=O)N4CCCCC4C)cc3)nc2c1 (centres undefined)

The listing picks up; the 7 compounds before the break are reprinted first.
RMI FANCM FP | Molecule
49 | NN(CCO)C(=S)NCc1ccc(Cl)cc1
52 | COC(=O)c1sc(S(C)(=O)=O)c(C#N)c1-c1cc(C(C)(C)C)oc1C
60 | O=C(O)CCn1nc(Nc2ccccc2)n(-c2ccccc2)c1=S
41 | CC(=O)NC(c1ccc(Cl)cc1)n1ccnc1 (centres undefined)
69 | O=C(CC1CCCCN1S(=O)(=O)c1cccs1)Nc1ncccn1 (centres undefined)
58 | O=C1NCCCCC1NS(=O)(=O)c1cc(S(=O)(=O)c2ccccc2)cs1 (centres undefined)
80 | COc1ccc2sc(N(CCN(C)C)C(=O)c3ccc(S(=O)(=O)N4CCCCC4C)cc3)nc2c1 (centres undefined)
61 | COC(=O)c1ccc(C(=O)OC)c(NC(=O)CSc2nc(C)cc(C)n2)c1
62 | Cc1c(-c2ccnc(N)n2)nnn1-c1ccc(Cl)cc1Cl
70 | NC(=O)c1ccsc1NC(=O)CN1C(=O)CCC1=O
64 | O=C(/C=C/c1ccc([N+](=O)[O-])s1)Nc1nc(-c2nc3ccccc3s2)cs1
66 | Cc1ccccc1NC(=O)Cc1csc(Nc2cccc(C(F)(F)F)c2)n1
68 | O=C(NCCCn1nc(-c2cccs2)ccc1=O)c1ccc2c(c1)OCO2
126 | Cc1nc2ccc3nc(NC(=O)c4sc5ccccc5c4Cl)sc3c2s1
55 | O=C(Cc1ccccc1)Nc1ccc2scnc2c1
64 | Nc1nc2n[nH]nc2c(=O)[nH]1

From PubChem
